# ABHD4 inh: inhibitors of mouse ABHD4; Q8VD66; purified mABHD4, FP-Rh probe fluorescence polarization; inhibition, % at 8.92 µM; actives 0.54% (n = 370,000); AID 720543;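 active means inhibition exceeding the mean over every tested compound plus 3 SD, cut at about 30% in these data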;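 further: 0% = plate median of compound wells and 100% = S159A mutant with DMSO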
# Target sequence (Q8VD66 whole entry, looked up): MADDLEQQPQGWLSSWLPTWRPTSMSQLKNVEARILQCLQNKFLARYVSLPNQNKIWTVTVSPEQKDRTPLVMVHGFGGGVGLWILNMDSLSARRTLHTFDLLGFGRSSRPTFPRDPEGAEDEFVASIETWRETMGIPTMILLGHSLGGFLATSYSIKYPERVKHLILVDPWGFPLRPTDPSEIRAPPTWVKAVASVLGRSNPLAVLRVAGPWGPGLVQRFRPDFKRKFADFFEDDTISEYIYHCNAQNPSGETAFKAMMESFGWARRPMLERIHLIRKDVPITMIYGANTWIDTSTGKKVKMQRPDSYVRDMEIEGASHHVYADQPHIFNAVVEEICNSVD
#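 Doses – 8.92 µM, single dose · Material – wild-type mouse ABHD4 protein · Replication – single well per compound (singlicate) · Measure – percent inhibition of probe binding, normalized to plate controls · Schedule – 45 min compound pre-incubation plus 60 min probe step, 25 °C · Detection – fluorescence polarization with parallel and perpendicular emission, 525/598 nm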
# UHRF1 binding: UHRF1 methyl-DNA binding inhibition | inhibition, % at 4.4 µM | AID 687016 | Q96T88 | actives 0.75% (n = 370,000) | UHRF1 binding to methylated oligo, TR-FRET; in the data active means inhibition above about 21%;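 further: UHRF1 SRA domain binding a hemimethylated CpG hairpin DNA probe; 0% = median of test compound wells and 100% = reference inhibitor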
# rCAG binder: r(CAG) repeat RNA binding; TO-PRO-1 dye displacement fluorescence; inhibition, % at 3 µM; actives 1.3% (n = 370,000);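 active means inhibition above the plate cutoff, the mean of all test compounds on that plate plus 3 SD, cut at about 35% in these data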;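 further: 0% = DMSO alone and 100% = 100 µM mitoxantrone as full dye displacement; higher means more dye released from RNA so lower well fluorescence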
# NR1D1 modulator: modulates human Rev-erb alpha binding to DNA. Rev-erbα–FITC-DNA binding, fluorescence polarization, 90 min. activity, % at 10 µM. actives 0.79% (n = 370,000);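 active means activity above about 14%, limit read from the data; passing the limit was not always enough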;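 further: 0% = DMSO wells with 35 nM protein and 100% = DMSO wells with 750 nM protein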
# PRMT1 FP inh: inhibitors of human PRMT1; actives 1.3% (n = 370,000); inhibition, % at 2.79 µM; Q99873; recombinant PRMT1, activity-based probe fluorescence polarization; AID 652257;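 active means inhibition above about 21% made by adding two undisclosed values, limit read from the data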
# TCR CD3 inh: blocks the human TCR-CD3 interaction; inhibition, % at 9.4 µM; TAMRA-labeled TCR probe fluorescence, biochemical; actives 0.37% (n = 360,000); AID 651800; in the data active means inhibition above about 19%;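 further: recombinant mutant TCR 2C K166C tagged with TAMRA read by polarization; 0% = receptor in buffer alone and 100% = receptor with positive control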
# PG9 Ab binder: PG9 antibody binding by small molecule; TR-FRET gp120-PG9 antibody binding; inhibition, % at 6.7 µM; actives 0.43% (n = 360,000); in the data active means inhibition above about 8.5%
# MBD2 inh: inhibitors of human MBD2 binding to methylated oligonucleotide. AID 686964. actives 0.31% (n = 370,000). inhibition, % at 4.4 µM. TR-FRET. Q9UBB5; in the data active means inhibition above about 13%
# Target sequence (Q9UBB5 whole entry, looked up): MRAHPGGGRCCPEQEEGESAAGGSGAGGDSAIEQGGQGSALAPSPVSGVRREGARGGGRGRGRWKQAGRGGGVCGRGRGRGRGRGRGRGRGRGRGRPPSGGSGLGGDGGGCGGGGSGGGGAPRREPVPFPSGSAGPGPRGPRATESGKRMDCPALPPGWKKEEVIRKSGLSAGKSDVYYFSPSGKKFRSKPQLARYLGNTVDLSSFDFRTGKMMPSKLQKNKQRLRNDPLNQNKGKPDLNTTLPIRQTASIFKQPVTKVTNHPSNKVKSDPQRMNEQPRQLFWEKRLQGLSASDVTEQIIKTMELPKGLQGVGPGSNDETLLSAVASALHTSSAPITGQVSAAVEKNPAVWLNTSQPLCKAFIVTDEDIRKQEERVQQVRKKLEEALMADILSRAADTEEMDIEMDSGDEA
# HTRA1 inhibitor: HTRA1 (human) protease inhibition; AID 504803; inhibition, % at 5.96 µM; recombinant HTRA1, FP-rhodamine activity-based probe, fluorescence polarization; actives 0.5% (n = 340,000); Q92743; in the data active means inhibition above about 36%;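 further: 0% = enzyme with DMSO and 100% = wells lacking enzyme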
# LEDGF integ inh: blocks HIV-1 LEDGF/p75-dependent DNA integration; AID 743269; actives 0.64% (n = 370,000); inhibition, % at 3.7 µM; TR-FRET IN-LEDGF/p75 DNA integration, Eu/Cy5;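 active means inhibition above the screen-wide mean plus 3 SD, cut at about 13% in these data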;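 further: signal is the Cy5 over europium emission ratio at 671 and 618 nm; 0% = plate median of compound wells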
# An asterisk follows results filed as active; · = no result given.
1) CCN(CC)CCCN1C(=O)C(=O)/C(=C(/O)c2ccc(Cl)cc2)C1c1ccccn1 (stereo not drawn)
2) O=C(NCC(=O)N(c1cccc(F)c1)C(C(=O)NC1CCCC1)c1cccnc1)c1ccco1 (stereo not drawn)
3) Cc1cccc(-c2n[nH]c(=S)n2/N=C/c2ccc(C)s2)c1
4) Cn1c(CCN2CCN(c3ccccn3)CC2)nc2cc(NS(=O)(=O)c3ccc(F)cc3)ccc21
5) CCCNC(=O)N(C)C[C@H]1Oc2ncc(Br)cc2C(=O)N([C@H](C)CO)C[C@H]1C
6) CCOc1ccc(-c2[nH]nc3c2C(c2ccc4c(c2)OCO4)C(C#N)=C(N)O3)cc1OC (stereo not drawn)
7) OC(COCc1ccc(Cl)cc1)CN1CCCCC1 (stereo not drawn)
8) COc1ccccc1OCC(=O)NCC1CCCN(C(=O)c2ccccc2C(C)=O)C1 (stereo not drawn)
Screen / compound no.	1	2	3	4	5	6	7	8
ABHD4 inh	13	-5	-7	-5	0	3	1	2
UHRF1 binding	-1	5	2	0	-1	-12	-1	0
rCAG binder	-1	-1	26	3	1	6	-2	-5
NR1D1 modulator	-4	-1	2	1	2	0	1	8
PRMT1 FP inh	0	5	20	1	-7	2	4	-4
TCR CD3 inh	4	-6	-1	-3	7	0	-4	-1
PG9 Ab binder	9.0*	0.2	0.0	-0.3	-0.2	-0.5	2.8	-1.1
MBD2 inh	2	2	1	-2	-3	-4	7	-3
HTRA1 inhibitor	-1	5	-1	-1	7	-3	-1	8
LEDGF integ inh	1	-5	1	-3	0	-1	-4	0

9) Cc1ccc(-c2noc(CN3CCN(c4ccccc4F)CC3)n2)cc1
10) Oc1ccc(N=Nc2cccc(C(F)(F)F)c2)cc1C=Nc1ccc(N2CCOCC2)cc1
11) CCOc1ccc(NC(=O)CSc2nc3[nH]ncc3c(=O)[nH]2)cc1
12) O=C(NNC(=O)c1csc(-c2cnccc2C(F)(F)F)n1)c1ccc(C(F)(F)F)cc1
13) COc1cccc(C(=O)N2CCCC(c3nc(-c4cccs4)no3)C2)c1 (stereo not drawn)
14) COCOCCn1cc(CN2CCS(=O)(=O)N(Cc3ccc(-c4ccncc4)cc3)C(C)C2=O)nn1 (stereo not drawn)
15) CCCCc1nc(SCC(=O)Nc2nnc(C(C)C)s2)n[nH]1
16) CCc1cc(-c2nnn(CCC3COCCO3)c2C(C)(C)O)ccc1-c1cn(CCc2c[nH]c3ccccc23)nn1 (stereo not drawn)
Screen / compound no.	9	10	11	12	13	14	15	16
ABHD4 inh	4	11	-2	0	-2	-1	4	3
UHRF1 binding	3	-4	2	1	-1	-1	1	5
rCAG binder	0	3	2	1	-5	2	-5	1
NR1D1 modulator	2	3	4	3	-1	-1	2	-9
PRMT1 FP inh	6	1	-5	-1	5	1	0	1
TCR CD3 inh	-3	-2	-2	-3	7	7	-6	1
PG9 Ab binder	1.0	-4.2	-1.1	-1.6	-3.1	0.3	-3.2	0.5
MBD2 inh	-5	-3	1	-1	0	-3	-2	4
HTRA1 inhibitor	-3	15	2	·	-6	1	0	-6
LEDGF integ inh	0	14*	3	2	1	2	-2	-5

17) Cc1nn2c(=O)[nH]cnc2c1Cl
18) O=C1c2cccc3cccc(c23)C(=O)N1CCN1CCN(C(=S)Nc2ccccc2)CC1
19) COc1cccc(C(=O)N2CCN(S(C)(=O)=O)CC2)c1
20) COc1cccc(OCCNc2ccc([N+](=O)[O-])cn2)c1
21) CN(CC(=O)Nc1ccc(F)c(F)c1F)C(=O)C1CCCCC1
22) CCn1c(SCC(=O)NCC2CCCO2)nnc1-c1c[nH]c2ccccc12 (stereo not drawn)
23) COc1ccccc1C(=O)N1CCN(C(=O)[C@H]2O[C@@H](n3ccc(=O)[nH]c3=O)[C@H](O)[C@@H]2O)CC1
24) O=C(C1CC(c2ccc(F)cc2)=NO1)N1CCCCC1 (stereo not drawn)
Screen / compound no.	17	18	19	20	21	22	23	24
ABHD4 inh	4	14	2	3	8	-5	2	2
UHRF1 binding	2	-3	1	1	1	1	0	1
rCAG binder	4	0	0	1	4	-3	1	-2
NR1D1 modulator	0	-2	0	2	-2	-1	-2	-3
PRMT1 FP inh	2	3	1	-1	5	3	1	-2
TCR CD3 inh	-3	-7	0	-2	-5	-4	-2	2
PG9 Ab binder	0.3	-1.1	0.3	-1.2	2.5	1.6	-0.8	0.2
MBD2 inh	2	1	-3	-3	-4	-1	-2	3
HTRA1 inhibitor	-2	-12	4	-15	2	1	·	0
LEDGF integ inh	-3	6	1	2	-4	1	4	3

25) Cc1ccc(-c2ccc(CN3C(C)C(=O)N(Cc4cn(CC5CCCCC5)nn4)CCS3(=O)=O)cc2)cc1 (stereo not drawn)
26) Cc1ccc(-n2nc(C)cc2Nc2ncc(Cl)cc2Cl)cc1
27) COc1ccc(S(=O)(=O)N2CCOC2CNC(=O)C(=O)NCc2ccc3c(c2)OCO3)cc1 (stereo not drawn)
28) COc1cccc(NC(=O)Nc2cc(C)ccc2OC)c1
29) CC(=O)N1CCc2cc(S(=O)(=O)CCC(=O)NCc3ccc(Cl)cc3)ccc21
30) CCOC(=O)c1ccc(N=Cc2nc3ccccc3n2C)cc1
31) CC(C)(C)n1nc(-c2ccc(Cl)cc2)c2c(N)ncnc21
32) CSCC[C@H](NC(=O)[C@@H]1Cc2ccccc2CN1)C(=O)NC[C@H]1CC[C@H](C(=O)O)CC1
Screen / compound no.	25	26	27	28	29	30	31	32
ABHD4 inh	-15	-5	1	-9	0	-1	0	4
UHRF1 binding	2	6	-5	5	-1	-1	-2	-1
rCAG binder	10	0	2	-1	2	-2	-2	0
NR1D1 modulator	-4	0	-2	2	-1	-7	-6	-1
PRMT1 FP inh	0	2	-1	2	0	1	-3	-2
TCR CD3 inh	-6	-8	1	3	6	1	2	0
PG9 Ab binder	-4.3	0.2	0.5	-1.2	-1.5	0.0	0.8	-1.9
MBD2 inh	7	3	4	-1	5	-2	2	-1
HTRA1 inhibitor	-42	-10	4	-23	3	-2	-9	1
LEDGF integ inh	1	-3	-2	-11	1	1	0	0

# Arranged by heavy-atom count (descending): part of the list above.
25) Cc1ccc(-c2ccc(CN3C(C)C(=O)N(Cc4cn(CC5CCCCC5)nn4)CCS3(=O)=O)cc2)cc1 (stereo not drawn)
27) COc1ccc(S(=O)(=O)N2CCOC2CNC(=O)C(=O)NCc2ccc3c(c2)OCO3)cc1 (stereo not drawn)
29) CC(=O)N1CCc2cc(S(=O)(=O)CCC(=O)NCc3ccc(Cl)cc3)ccc21
26) Cc1ccc(-n2nc(C)cc2Nc2ncc(Cl)cc2Cl)cc1
Screen / compound no.	25	27	29	26
ABHD4 inh	-15	1	0	-5
UHRF1 binding	2	-5	-1	6
rCAG binder	10	2	2	0
NR1D1 modulator	-4	-2	-1	0
PRMT1 FP inh	0	-1	0	2
TCR CD3 inh	-6	1	6	-8
PG9 Ab binder	-4.3	0.5	-1.5	0.2
MBD2 inh	7	4	5	3
HTRA1 inhibitor	-42	4	3	-10
LEDGF integ inh	1	-2	1	-3

# (list continues)
33) CC(=O)Nc1ccc(CC(=O)Nc2ccc3c(c2)OC2(CCCC2)O3)cc1
34) Cc1ccc(Cn2cc(CN3[C@H](c4ccccc4)COc4cc(Br)ccc4S3(=O)=O)nn2)cc1
35) CCCCCn1c(N)c(-c2nc3ccccc3o2)c2c([N+](=O)[O-])nn(CC)c(=O)c21
36) O=C(OC1CCCCC1=O)c1cc(Cl)ccc1[N+](=O)[O-] (stereo not drawn)
37) O=S(=O)(c1ccc(NC(=S)NN=C(Cc2ccccc2)Cc2ccccc2)cc1)N1CCOCC1
38) CC(=O)O[C@H]1CC[C@@]2(C)C(=CC[C@H]3[C@@H]4CC[C@H](C(C)=O)[C@@]4(C)CC[C@@H]32)C1
39) CC(=O)Nc1ccc(Sc2ccccc2C(=O)O)c(C(=O)O)c1
40) Cc1[nH]c2ccc(C(=O)N3CCN(c4ccccn4)CC3)cc2c1C
Screen / compound no.	33	34	35	36	37	38	39	40
ABHD4 inh	4	-45	3	-5	15	3	-4	-12
UHRF1 binding	1	-1	2	1	0	-1	5	-3
rCAG binder	5	66*	0	6	9	2	0	-2
NR1D1 modulator	0	2	-23	-6	0	-4	2	-4
PRMT1 FP inh	0	-4	-2	-3	2	-2	-5	-5
TCR CD3 inh	4	·	7	-1	-6	6	8	-1
PG9 Ab binder	-0.6	·	0.2	-1.5	-0.2	0.9	-0.9	1.9
MBD2 inh	2	-3	0	-2	4	-1	-3	2
HTRA1 inhibitor	-7	·	3	-2	-4	4	2	-4
LEDGF integ inh	-1	0	0	5	-2	-2	1	9

# Quoted at random: 3 entries already listed.
34) Cc1ccc(Cn2cc(CN3[C@H](c4ccccc4)COc4cc(Br)ccc4S3(=O)=O)nn2)cc1
37) O=S(=O)(c1ccc(NC(=S)NN=C(Cc2ccccc2)Cc2ccccc2)cc1)N1CCOCC1
33) CC(=O)Nc1ccc(CC(=O)Nc2ccc3c(c2)OC2(CCCC2)O3)cc1
Screen / compound no.	34	37	33
ABHD4 inh	-45	15	4
UHRF1 binding	-1	0	1
rCAG binder	66*	9	5
NR1D1 modulator	2	0	0
PRMT1 FP inh	-4	2	0
TCR CD3 inh	·	-6	4
PG9 Ab binder	·	-0.2	-0.6
MBD2 inh	-3	4	2
HTRA1 inhibitor	·	-4	-7
LEDGF integ inh	0	-2	-1

# Next section.
41) Cc1cc(CSc2ccccc2C(=O)O)on1
42) CCC(CC)C(=O)Nc1cccc(C(=O)Nc2nccs2)c1
43) COc1ccc(C(=O)/C=C/c2ccc(OC)c(COc3ccc(F)cc3)c2)cc1
44) COc1cc(COCC(O)CN2CCCCC2C)cc(OC)c1OC (stereo not drawn)
45) CCCCCCCCN1C(=O)[C@@H](CC(=O)N2CCOCC2)C[C@@]2(C(=O)OC)C1=C[C@H](C1CCCC1)O[C@@H]2C
46) Cc1ccc(OCCCCN2CCCCC2)c(Br)c1
47) O=C(NCCCn1ccnc1)c1sc2cc([N+](=O)[O-])ccc2c1Cl
48) Cc1ccccc1-n1c(SCc2ccccn2)nc2n[nH]c(C)c2c1=N
49) CC1=C(C(=O)Nc2ccccc2C)C(c2cccs2)NC(=S)N1 (stereo not drawn)
50) O=C(COC(=O)c1cc(-c2ccccc2)nc2ccccc12)NCC1CCCO1 (stereo not drawn)
Screen / compound no.	41	42	43	44	45	46	47	48	49	50
ABHD4 inh	3	-1	-2	4	0	-12	0	-2	-4	7
UHRF1 binding	-1	1	-1	1	-2	-1	-7	2	-3	6
rCAG binder	-1	3	1	-1	6	3	4	-2	0	-1
NR1D1 modulator	0	1	-2	0	1	2	2	-3	-2	-2
PRMT1 FP inh	-2	-1	0	-2	-1	1	2	3	0	0
TCR CD3 inh	5	-7	2	3	4	4	-7	-6	7	4
PG9 Ab binder	1.4	-0.5	-1.9	-1.9	-1.6	0.6	0.1	0.5	-0.2	-0.9
MBD2 inh	0	-5	-3	5	-7	3	-2	2	-3	-4
HTRA1 inhibitor	13	-7	-16	-5	·	4	-3	-18	3	0
LEDGF integ inh	6	0	-1	0	3	2	2	-3	2	1

# Source: PubChem BioAssay (several laboratories)

# An excerpt; rates above refer to the full screens.
